HePTP inh: inhibitors of human HePTP phosphatase; inhibition, % at 20 µM; 110,000 compounds, 0.64% hits; recombinant HePTP phosphatase activity, OD absorbance; AID 521; in the data active means inhibition above about 50%;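 further: plate controls were vehicle for no effect and reference inhibitor for full effect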
Target sequence (P35236 whole entry, looked up): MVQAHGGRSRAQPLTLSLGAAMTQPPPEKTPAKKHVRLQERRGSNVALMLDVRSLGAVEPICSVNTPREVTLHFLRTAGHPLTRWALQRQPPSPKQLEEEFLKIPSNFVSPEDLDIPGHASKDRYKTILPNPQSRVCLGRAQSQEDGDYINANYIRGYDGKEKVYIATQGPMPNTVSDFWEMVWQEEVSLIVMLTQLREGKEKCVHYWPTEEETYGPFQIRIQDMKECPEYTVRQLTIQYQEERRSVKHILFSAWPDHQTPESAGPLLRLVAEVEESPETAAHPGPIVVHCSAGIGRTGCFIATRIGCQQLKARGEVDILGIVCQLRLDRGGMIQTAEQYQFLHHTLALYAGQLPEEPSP
BAP1 inh: inhibitors of human BAP1 deubiquitinase | Q92560 | 72,000 compounds, 0.48% hits | activity remaining (% of control), % at 20 µM | recombinant BAP1, Ub-AMC hydrolysis fluorescence kinetic; active compounds read low;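 active means activity remaining at or below 50% of control, provided the compound also passes the data quality filters; inactive means the rest, including low values that fail the filters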;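 further: 100% = DMSO wells rate and 0% = substrate alone blank rate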
* marks the source's active call; other numbers are inactive results.

For CCN(CC)C(=O)CCN1C(=O)/C(=C2\SC(=S)N(CCC(=O)N(CC)CC)C2=O)SC1=S the results were HePTP inh 3.
CC(C)NC(=O)CSCc1ccccc1Cl was read as HePTP inh 0 and BAP1 inh 93.
`COc1ccccc1N1CCN(/N=C/c2ccccc2C)CC1` gave HePTP inh 9.
For Clc1ccccc1OCCCCN1CCCC1 the results were HePTP inh -1 and BAP1 inh 115.
Screening Cc1ccc(C(=O)Nc2cccc(-c3nc4ccccc4o3)c2C)cc1 returned HePTP inh 2.
For N#CC1=C(O)CCCn2c1nc1ccccc1c2=O the results were HePTP inh -4.
For C=CCN1C(=O)/C(=C\c2ccc(OCc3ccccc3Cl)cc2)SC1=S the results were HePTP inh -10.
For CCOc1ccc(C2CC(c3cccc(OC)c3)n3nc(N)nc3N2)cc1 (centres undefined) the results were HePTP inh 1 and BAP1 inh 84.
`Cc1cccc(NC(=O)c2ccc(OCC(C)C)cc2)c1` gave HePTP inh 3.
CCOC(=O)CSc1nc(N)c2c3c(sc2n1)CCCC3 was read as HePTP inh -10 and BAP1 inh 125.
CCOc1cccc(-c2nnc(NC(=O)Nc3ccccc3)s2)c1 was read as HePTP inh 3.
`CN(C)C(=O)c1ccc(NC(=O)c2cncc(Br)c2)cc1` gave HePTP inh 7 and BAP1 inh 67.
Cc1ccc(SCc2[nH]nc3c2C2(C(=O)N(C)c4ccccc42)C(C#N)=C(N)O3)cc1 (centres undefined) was read as HePTP inh 0 and BAP1 inh 90.
COCCNC(=O)c1ccc(CS(=O)(=O)c2c(Cl)cccc2Cl)o1 was read as HePTP inh 15 and BAP1 inh 99.
`C=CCn1c(SCCCc2ccccc2)nc2c1c(=O)[nH]c(=O)n2C` gave HePTP inh -2 and BAP1 inh 94.
Cc1ccc(C(=O)O)cc1-n1c(C)ccc1C was read as HePTP inh 104*.
For C=CCOc1cccc(C2C(C(=O)c3ccc(C)o3)=C(O)C(=O)N2c2nccs2)c1 (centres undefined) the results were HePTP inh 13 and BAP1 inh 78.
For Cn1c(=O)c(-c2ccccc2N)nc2cc3ccccc3cc21 the results were HePTP inh 2.
`CCOC(=O)CSc1nc2cccnc2n1-c1ccc(F)cc1` gave HePTP inh -12 and BAP1 inh 108.
`O=C1OC2(CCCCC2)OC(=O)C1=CNc1ccc2c(c1)OCO2` gave HePTP inh -11 and BAP1 inh 97.
Screening CCn1c(C)cc(=S)c2ccccc21 returned HePTP inh 10 and BAP1 inh 102.
C/C(=N\NC(=O)c1ccccc1Cl)c1ccc(O)cc1 was read as HePTP inh 4.
For Cc1ccc(N2CC(C(=O)Nc3ccccc3)CC2=O)cc1 (centres undefined) the results were HePTP inh -7.
`O=C(Nc1cccc(C(F)(F)F)c1)c1cccnc1N1CCN(CCO)CC1` gave HePTP inh 8 and BAP1 inh 70.
`Cc1ccc(S(=O)(=O)N2CCCC2C(=O)NCCc2nc3ccccc3[nH]2)cc1` (centres undefined) gave BAP1 inh 73.
`CCN1C(=O)C(=Cc2ccc(OC)cc2OC)C(=O)NC1=S` gave HePTP inh -10.
For COC(=O)c1ccc(NC(=O)c2ccc(OC)cc2)cc1 the results were HePTP inh -10.
Screening CCCCOC(=O)Cn1c(=N)n(CCN(CC)CC)c2ccccc21 returned HePTP inh -21.
For COc1cc(/C=C2/SC(=S)NC2=O)cc(Br)c1OCc1ccccc1F the results were HePTP inh 41.
COc1ccc(-n2ncc3c(NCc4ccco4)ncnc32)cc1 was read as HePTP inh -3 and BAP1 inh 107.
N#CCSc1nc2ccc(N3CCCCC3)cc2c(=O)n1Cc1ccccc1 was read as HePTP inh 4 and BAP1 inh 82.
`CCN1C(=O)/C(=C/c2c(NCCCn3ccnc3)nc3c(C)cccn3c2=O)SC1=S` gave HePTP inh -5.
`C/C=C/COC(=O)c1[nH]c2c(c1C)C(=O)CC(c1ccco1)C2` (centres undefined) gave HePTP inh 12 and BAP1 inh 77.
CCc1ccc(C(=O)COC(=O)CNC(=O)c2ccco2)cc1 was read as HePTP inh -12 and BAP1 inh 116.
CCN(CC)CCSc1nc2ccc(OC)cc2[nH]1 was read as BAP1 inh 127.
Screening O=C(O)c1cc(NCc2ccccc2C(F)(F)F)ccc1N1CCOCC1 returned HePTP inh -3 and BAP1 inh 101.
O=C1CCC(C(=O)OCC(=O)c2ccc([N+](=O)[O-])cc2)N1 (centres undefined) was read as HePTP inh -3.
`Cc1ccc(Cl)cc1NC(=O)c1c(-c2c(Cl)cccc2Cl)noc1C` gave HePTP inh 0.
Screening COc1ccccc1/C=C1/SC(=O)N(CNc2ccc(F)cc2)C1=O returned HePTP inh -14.
Screening COc1ccc(-n2nnc3c(=O)n(CC(=O)N4CCCC4)cnc32)cc1 returned HePTP inh 10 and BAP1 inh 89.
`COc1ccc(CNC(=O)C2CSC(=O)C2)cc1` (centres undefined) gave HePTP inh 6 and BAP1 inh 94.
N/C(=N\OC(=O)c1ccc(I)cc1)c1ccncc1 was read as HePTP inh -2.
`O=C(CSc1nnc(SCC(=O)c2ccco2)s1)c1ccco1` gave BAP1 inh 94.
For O=C(c1cccc2ccccc12)N1CCN(c2ccccc2F)CC1 the results were HePTP inh 7 and BAP1 inh 81.
O=c1cc(-c2ccccc2)nc2cc(-c3cccs3)[nH]n12 was read as HePTP inh 5.
COc1ccc(N2C(=O)NC(=O)/C(=C\c3cc(OC)c(OC)cc3OC)C2=O)cc1 was read as HePTP inh -20.
For CCOC(=O)c1c(O)c2c(n(Cc3ccco3)c1=O)CCCC2 the results were HePTP inh 2.
For CC1CN(c2ccc([N+](=O)[O-])cc2)CCN1C(=O)c1ccc(Cl)cc1 (centres undefined) the results were HePTP inh 4.
`COC(=O)c1cnn2c(C(F)(F)F)cc(-c3ccc(F)cc3)nc12` gave HePTP inh -2 and BAP1 inh 76.
`Cn1c(=O)[nH]c(=O)c2c1nc1n2CCCN1CCc1ccccc1` gave HePTP inh 2 and BAP1 inh 93.
CC(C)OC(=O)CSc1nnc2n1C(C)(C)Cc1ccccc1-2 was read as HePTP inh 3 and BAP1 inh 108.
`COCCn1c(-c2cc(OC)c(OC)c(OC)c2)nc2nc3ccccc3nc21` gave HePTP inh 1 and BAP1 inh 91.
For COc1cccc(CN=CC2=C(O)CC(C)(C)CC2=O)c1OC the results were HePTP inh -6 and BAP1 inh 90.
For Cc1[nH]n2c(=O)cc(Cc3ccccc3)nc2c1C#N the results were HePTP inh 6 and BAP1 inh 88.
`Fc1ccc(-c2noc(-c3ccc(Br)cc3)n2)cc1` gave HePTP inh -1.
`O=C(Nc1cccc(C(F)(F)F)c1)c1cnc2n(c1=O)CCS2` gave HePTP inh 4 and BAP1 inh 77.
`CCn1c(Cc2ccccc2)nnc1SCC(=O)Nc1ccc(N2CCOCC2)c(Cl)c1` gave HePTP inh 10 and BAP1 inh 109.
Screening O=C(Nc1ccc(Br)cc1)c1ccccc1F returned HePTP inh -10.
Screening Cn1ncc([N+](=O)[O-])c1C(=O)Nc1ccc(Cl)cc1 returned BAP1 inh 68.
Cc1c(C=C(C#N)C#N)c(C)c([N+](=O)[O-])c(C)c1[N+](=O)[O-] was read as HePTP inh -13.
Screening CCOC(=O)N1CCC(N2Cc3cccc(C(=O)NCc4ccccc4OC)c3C2=O)CC1 returned HePTP inh 2 and BAP1 inh 100.
`O=C1S/C(=C\c2ccc([N+](=O)[O-])cc2)C(=O)N1Cc1ccccc1` gave HePTP inh -4.
Screening Cn1c(COc2ccccc2)nnc1SCCSc1nnc(COc2ccccc2)n1C returned HePTP inh 6 and BAP1 inh 92.
`CN(C)c1ccc(NC(=O)Cn2c(=O)n(Cc3ccccc3)c(=O)c3ccccc32)cc1` gave HePTP inh 4.
O=C1C(Cl)=C(Nc2ccc(O)cc2)c2c(Cl)c(Cl)c(Cl)c(Cl)c21 was read as HePTP inh -3.
For O=C1CN(C(=O)c2ccco2)C(c2ccccc2)c2cc(Cl)ccc2N1 (centres undefined) the results were HePTP inh 5 and BAP1 inh 93.
For CCOC(=O)COc1ccc2c3c(c(=O)oc2c1C)CCC3 the results were HePTP inh -2 and BAP1 inh 106.
`COc1ccc(-c2nc(NC(=O)C3CCN(c4nc5ccccc5o4)CC3)sc2C)cc1` gave HePTP inh 3.
Screening CCC(CC)C(=O)Nc1cccc(Br)c1 returned BAP1 inh 102.
`O=C(CCc1ccccc1)Nc1cccc(I)c1` gave HePTP inh 4.
Cc1nn(CC(=O)NCC2CCCO2)c(C)c1[N+](=O)[O-] (centres undefined) was read as BAP1 inh 54.
Screening CC1(C)Cc2c(sc3nc(-c4cc5ccccc5o4)n(N)c(=O)c23)CO1 returned HePTP inh 8 and BAP1 inh 69.
Screening O=C(Nc1nccs1)c1ccc(Cl)c(S(=O)(=O)N2CCOCC2)c1 returned HePTP inh 7 and BAP1 inh 85.
O=C(CC(=S)c1cccs1)c1ccncc1 was read as HePTP inh -6.
`CCc1nnc(NC(=O)CCC(=O)N2CCN(Cc3ccc(Cl)cc3)CC2)s1` gave HePTP inh 9 and BAP1 inh 76.
COc1c(Br)cc(Br)cc1/C=N/Nc1nc(N2CCOCC2)nc(N2CCOCC2)n1 was read as HePTP inh 4.
For N#Cc1nc(-c2ccccc2F)oc1NCc1ccccc1 the results were HePTP inh 4 and BAP1 inh 107.
Screening COc1cc(/C=N/n2cnnc2)cc(Br)c1OCc1ccc(Cl)cc1Cl returned HePTP inh -2.
For CCOC(=O)c1c(NC(=O)CN(CC)CC)sc2c1CCN(C(=O)OCC)C2 the results were HePTP inh -1 and BAP1 inh 82.
Screening O=C1c2ccccc2C(=O)N1/N=C/c1c(O)ccc2ccccc12 returned HePTP inh -6.
For O=C(c1nn(Cc2ccccc2)c(=O)c2ccccc12)N1CCN(c2ccccn2)CC1 the results were HePTP inh -9 and BAP1 inh 81.
`CC1CCCC(NC(=O)COC(=O)Cc2cn3ccsc3n2)C1C` (centres undefined) gave HePTP inh 2 and BAP1 inh 108.
CCOC(=O)C(NS(=O)(=O)c1ccc(Br)cc1)C(C)C (centres undefined) was read as HePTP inh -6 and BAP1 inh 80.
Screening Cc1cc(NC(=O)c2noc3c2CCCCC3)no1 returned HePTP inh 0 and BAP1 inh 92.
For O=C1C=C/C(=N\S(=O)(=O)c2ccccc2)C=C1Cl the results were HePTP inh 23.
For C=CCc1cccc(/C=N/NC(=O)CCC2C(=O)NN=C2C)c1O (centres undefined) the results were HePTP inh 6.
`Cc1cc(=O)n(-c2ccc(O)cc2)[nH]1` gave HePTP inh 3 and BAP1 inh 116.
For Cc1nc2nc(C)c(CCC(=O)NCCC3=CCCCC3)c(C)n2n1 the results were HePTP inh 1 and BAP1 inh 92.
For COc1ccc(Cl)cc1-c1nc(-c2ccncc2)no1 the results were HePTP inh 7.
`O=C(c1cccc(F)c1)N1CCN(S(=O)(=O)c2ccc(C(F)(F)F)cc2)CC1` gave HePTP inh -6 and BAP1 inh 83.
`COc1ccc2c(c1OC)C(=O)N(c1nc(-c3ccc(O)cc3)cs1)C2=O` gave HePTP inh 1.
For CC1(C)Cc2ccccc2/C(=C/C(=O)Nc2ccc([N+](=O)[O-])cc2)N1 the results were HePTP inh 6.
`CCOC(=O)N1CCN(C(=O)CCc2nc3sc4c(c3c(=O)[nH]2)CCCC4)CC1` gave HePTP inh 7.
For O=C(CN1C(=O)C2C3c4ccccc4C(c4ccccc43)C2C1=O)N1CCOCC1 (centres undefined) the results were BAP1 inh 126.
`COC(=O)C(C)Oc1cc2oc(=O)c3c(c2cc1Cl)CCC3` (centres undefined) gave HePTP inh -3 and BAP1 inh 102.
COC(=O)c1ccccc1NC(=O)CN(c1ccc(C(C)C)cc1)S(=O)(=O)c1ccccc1 was read as HePTP inh -3.

Bioassay records: PubChem BioAssay, several laboratories
